Source: PubChem (several laboratories)
Candida biofilm: kills Candida albicans biofilms. C. albicans biofilm + clotrimazole, Alamar Blue. inhibition, % at 6 µM. hit rate 0.14% among 85,000. AID 834;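 active = inhibition above 20%; inactive = inhibition below 20%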;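 note: preformed 24 hr biofilms exposed to compound for 48 hr; 0% = biofilm without compound and 100% = blank killed by clotrimazole plus chlorhexidine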
CYP2C19 inhib: inhibitors of human CYP2C19. P33261. CYP2C19 Supersomes, luciferin-H EGE luminescence, 30 min. inhibition, % at 5 µM. hit rate 21% among 96,000;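 active = CYP2C19 inhibition above a set limit at 5 µM in the primary screen, cut at about 50% in these data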;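 note: plate controls were negative control wells for no effect and 2.5 mM tranylcypromine positive control for full effect; values of inactives mirror those of a sister screen read the other way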
Target sequence (P33261 whole entry, looked up): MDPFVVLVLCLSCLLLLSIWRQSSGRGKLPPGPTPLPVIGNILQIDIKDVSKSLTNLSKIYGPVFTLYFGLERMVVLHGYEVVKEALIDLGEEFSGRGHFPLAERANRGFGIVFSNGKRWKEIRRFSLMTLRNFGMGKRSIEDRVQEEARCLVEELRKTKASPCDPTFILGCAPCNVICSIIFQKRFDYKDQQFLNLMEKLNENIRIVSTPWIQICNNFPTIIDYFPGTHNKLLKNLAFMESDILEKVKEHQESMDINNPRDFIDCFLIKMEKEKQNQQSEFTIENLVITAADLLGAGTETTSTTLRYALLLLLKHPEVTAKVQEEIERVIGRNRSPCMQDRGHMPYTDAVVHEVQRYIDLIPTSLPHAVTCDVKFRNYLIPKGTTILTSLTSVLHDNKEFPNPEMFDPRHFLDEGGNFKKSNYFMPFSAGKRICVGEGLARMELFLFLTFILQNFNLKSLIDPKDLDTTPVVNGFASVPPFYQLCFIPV
DAT uptake mod: human DAT dopamine uptake with cocaine, either direction; AID 449768; hit rate 1.3% among 110,000; LLC-PK1 hDAT cells, [14C]-dopamine uptake with cocaine IC80; actives deviate in either direction; Q01959; B-score at 10 µM;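 active = Z score or B-score, a plate-position-corrected score, falls beyond the plate's 99.7% confidence bounds, in either direction; inactive = both scores lie inside the 99.7% bounds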;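 note: scored against the spread of the other compound wells on the same plate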
HUVEC tox IL1B: toxic to HUVEC cells under IL-1B stimulation; cell count reduction, % at 2 µM; HUVEC cell count loss, Hoechst imaging, IL-1B stimulated; hit rate 0.41% among 94,000;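 active = cell count reduction more than 3 SD above the screen-wide mean, cut at about 70% in these data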;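 note: normalized per plate to untreated control cells as the no-loss baseline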
VCAM1 TNFa inh: reduces TNF alpha induced VCAM1 expression in HUVEC. HUVEC TNFa-induced VCAM-1 immunofluorescence, high-content imaging. inhibition, % at 2 µM. hit rate 0.48% among 95,000. AID 802;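 active = inhibition above the batch mean plus 3 SD, with images confirmed as a hit by eye, cut at about 37% in these data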;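 note: 0% = TNF-stimulated DMSO wells and 100% = unstimulated control wells; not every result past the cut was called active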
CYP2C9 activ: CYP2C9 (human) activation; recombinant CYP2C9, luciferin-H conversion, luminescence; hits give high values; factor 1 = untreated enzyme, 0 = blocked; P11712; hit rate 1.4% among 96,000; activation factor at 5 µM;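 active = activation factor of 2 or more for CYP2C9 at a 5 µM dose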;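 note: 0 = sulfaphenazole-blocked wells and 1 = vehicle-only wells; values of inactives mirror those of a sister screen read the other way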
Target sequence (P11712 whole entry, looked up): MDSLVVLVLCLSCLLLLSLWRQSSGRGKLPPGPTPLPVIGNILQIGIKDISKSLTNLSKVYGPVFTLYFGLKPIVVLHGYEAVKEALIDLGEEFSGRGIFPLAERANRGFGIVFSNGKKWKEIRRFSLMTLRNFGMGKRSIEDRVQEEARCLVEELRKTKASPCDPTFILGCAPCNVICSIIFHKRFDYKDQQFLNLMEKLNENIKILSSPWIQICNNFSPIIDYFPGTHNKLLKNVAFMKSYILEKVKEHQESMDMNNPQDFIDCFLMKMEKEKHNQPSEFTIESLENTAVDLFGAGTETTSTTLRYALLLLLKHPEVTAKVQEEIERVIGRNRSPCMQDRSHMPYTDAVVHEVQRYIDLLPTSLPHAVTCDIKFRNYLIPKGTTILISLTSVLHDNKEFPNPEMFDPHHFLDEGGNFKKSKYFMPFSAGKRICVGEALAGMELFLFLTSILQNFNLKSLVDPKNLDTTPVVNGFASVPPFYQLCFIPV
CYP2C9 inh: blocks human cytochrome P450 2C9; AID 777; hit rate 20% among 96,000; inhibition, % at 5 µM; CYP2C9 Supersomes, luciferin-H conversion, luminescence;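 active = blocking of liver enzyme CYP2C9 beyond about 50% at 5 µM, limit read from the data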; note: values of inactives mirror those of a sister screen read the other way
CYP2C19 act: increases human CYP2C19 enzyme activity | P33261 | recombinant CYP2C19, luciferin-H EGE luminescence; hits give high values; 0 = fully inhibited enzyme, 1 = untreated enzyme | activation factor at 5 µM | 96,000 tested, under 10 active;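 active = activation factor of at least 2 at 5 µM in the primary screen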;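 note: 0 = wells with 2.5 mM tranylcypromine and 1 = vehicle-only wells; values of inactives mirror those of a sister screen read the other way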
TNFa cytotox: toxic to HUVEC cells under TNF alpha stimulation; AID 848; hit rate 0.17% among 93,000; cell count reduction, % at 2 µM; HUVEC TNFalpha-stimulated, Hoechst cell count, imaging;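 active = cell count reduction exceeding the screen mean by over 5 SD, scaled to untreated wells per plate, cut at about 78% in these data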;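 note: cells counted after 24 h of TNF alpha exposure following the 1 h pretreatment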
Starred values were filed as active, the others as inactive; · = no result given.

SMILES	Candida biofilm	CYP2C19 inhib	DAT uptake mod	HUVEC tox IL1B	VCAM1 TNFa inh	CYP2C9 activ	CYP2C9 inh	CYP2C19 act	TNFa cytotox
CCCCn1c(NCCO)nc2ccccc21	2	·	-0.24	6	15	·	·	·	-22
Cc1nn(S(=O)(=O)c2cccs2)c(C)c1Sc1ccccc1	·	23	0.14	-13	15	0.9	12	0.8	-9
Cc1ccc(C(=O)OCc2cc3ccccc3[nH]c2=O)cc1	4	14	-1.5	6	-8	0.8	19	0.9	-18
CCCNC(=O)c1ccc2nc(-c3ccccc3)c(-c3ccccc3)nc2c1	·	7	-1.3	42	-14	0.5	51*	0.9	4
O=C(CC1(O)C(=O)N(Cc2ccccc2Cl)c2ccccc21)c1ccco1 (stereo unspecified)	5	43	0.2	-28	-6	1.3	-33	0.6	-11
Cc1cccc2cc(C#N)c(SCC(=O)NCC3CCCO3)nc12 (stereo unspecified)	5	·	-0.7	10	-14	·	·	·	-14
CC(C)(CO)Nc1nc(Nc2ccccc2)nc(Nc2ccccc2)n1	12	·	0.52	-13	9	·	·	·	-33
COc1cccc(NS(=O)(=O)Cc2ccccc2)c1	5	49	0.1	3	3	0.9	8	0.5	1
OCCN(Cc1ccccc1)Cc1ccccc1F	·	77*	0.38	-8	6	0.8	19	0.2	-8
COc1ccc(CN(Cc2cc3ccc(C)cc3[nH]c2=O)Cc2nnnn2C2CCCC2)cc1	2	93*	1.1	·	·	0.1	93*	0.1	·
O=[N+]([O-])c1ccc2c(c1)C(O)n1nc(-c3ccc(Cl)cc3Cl)nc1S2 (stereo unspecified)	·	13	-0.068	-14	-6	0.9	12	0.9	-10
CCCCn1c(SCC(=O)N2CCC(C)CC2)nc2cc(S(N)(=O)=O)ccc21	9	22	3.3*	8	-6	0.5	48	0.8	-10
COc1ccc(OC)c(NC(=O)C2CCCC2)c1	15	29	0.19	-135	-7	1.1	-7	0.7	0
CS(=O)(=O)N1CCN(C(=O)c2c(F)cccc2F)CC1	4	14	-0.24	-2	4	1.1	-12	0.9	-28
CCSc1ncc(C#N)c(N)n1	4	3	-0.26	-12	7	0.9	11	1	6
COCc1[nH]nc2c1C(c1ccccc1OC)C(C#N)=C(N)O2 (stereo unspecified)	7	-3	-0.17	·	·	1.3	-26	1	·
C(=N\c1ncnc2sccc12)/NOCc1ccccc1	·	84*	0.92	-8	0	0.4	56*	0.2	1
COc1cc2c(cc1OC)CN(C(=O)Cc1ccc(OC)c(S(=O)(=O)N3CCOCC3)c1)CC2	8	-6	0.19	16	-8	0.9	6	1.1	-10
O=C(COC(=O)CCc1ccc(S(=O)(=O)N2CCOCC2)cc1)Nc1ncc(C(F)(F)F)cc1Cl	0	0	0.69	-26	-8	0.5	55*	1	-11
CSCCC(NC(=O)c1ccc(=O)n(C)n1)c1nc2ccccc2[nH]1 (stereo unspecified)	8	9	-0.26	·	·	0.9	10	0.9	·
O=C(/C=C/Nc1cccc(C(F)(F)F)c1)C(F)(F)F	·	-14	·	-28	-25	1.1	-11	1.1	9
COc1c(C)cccc1C(=O)Nc1ccc(CN2CCCCC2)cc1	·	21	0.24	-18	-15	0.9	8	0.8	4
NC(=O)COC(=O)C(Cc1ccccc1)NS(=O)(=O)c1ccccc1F (stereo unspecified)	5	58*	-1.1	·	·	0.8	19	0.4	·
C=CCOc1ccc(C2N3CC4(C)CN2CC(CCC)(C3)C4=O)cc1 (stereo unspecified)	-4	23	-0.43	9	7	0.8	21	0.8	14
COC(=O)C1=C(C(=O)c2ccccc2)C(c2ccc(OC)c(OC)c2)Nc2nnnn21 (stereo unspecified)	4	-9	1	-9	-20	1	0	1.1	-22
CN1C(=O)c2ccc(N3CCCC3)cc2C1=O	5	33	1.9	·	·	0.7	30	0.7	·
C=CCN1C(=O)C2C(C(=O)NC)C3C=CC2(O3)C1C(=O)NCc1ccc(OC)cc1 (stereo unspecified)	-1	2	-0.32	·	·	0.8	20	1	·
CC(C)c1ccc(S(=O)(=O)N2CCN(C(=O)c3cccc(F)c3)CC2)cc1	-5	67*	-0.0058	-36	14	0.3	67*	0.3	6
Clc1ccc(OCCSc2ncccn2)cc1	-2	29	-0.021	11	-13	0.8	20	0.7	4
Cc1ccc(NC(=O)c2ccco2)c(NC(=O)Cc2cccs2)c1	5	15	-0.53	-34	6	1	2	0.8	-3
CCCn1c(NCc2ccccn2)nc2ccccc21	5	·	-0.62	92*	15	·	·	·	-6
COc1c(F)c(F)c(C(=O)Nc2cccc(Cl)c2N2CCOCC2)c(F)c1F	0	-12	0.072	-30	14	1.1	-14	1.1	-2
Clc1cccc(Cl)c1CSc1nnc(CN2CCOCC2)n1-c1ccccc1	·	33	2.1	-10	16	0.9	7	0.7	-21
COCCNC(=O)c1onc(CCl)c1C(=O)OC	·	17	-0.72	-58	-3	1.1	-12	0.8	-11
COc1ccc(S(=O)(=O)N2CCC(C(=O)NCc3ccccn3)CC2)cc1C	3	24	0.19	6	-6	2.3*	-130	0.8	-7
CCOC(=O)c1cnc2c(C#N)c(C)nn2c1-c1ccccc1	-9	95*	0.69	·	·	0.9	11	0.1	·
O=C(Nc1ccc(Cl)cc1)C1CCCN(S(=O)(=O)c2cnc[nH]2)C1 (stereo unspecified)	18	90*	-0.52	-5	0	0.1	88*	0.1	-20
Cn1c(=O)[nH]c(=O)c2c1nc(CN1CCOCC1)n2Cc1ccccc1	4	1	-0.37	2	0	0.9	10	1	0
Cc1nc(SCC(=O)NC(=O)NCc2ccccc2)nc(C)c1C	2	59*	0.34	2	-16	0.7	33	0.4	0
CCN1CCc2c(C#N)c(NCc3ccccc3)nc(N(CC)CC)c2C1	6	17	1.2	-136	-9	0.5	45	0.8	11
CC1(C)Cc2c(c(-c3ccccc3)[nH]c(=O)c2C#N)CO1	-1	55*	-0.97	4	0	1.1	-8	0.4	-8
Cc1ccc(C)c(N(Cc2ccccc2F)S(C)(=O)=O)c1	4	·	0.015	-2	17	·	·	·	-7
Cc1cn2c(-c3ccc(Cl)cc3)nnc2s1	5	58*	0.85	-15	28	0.9	9	0.4	58
CCOC(=O)Cn1nc(-c2ccccc2)nc1-c1ccccc1	10	5	0.13	·	4	0.7	26	1	-30
COc1cc(NC(=O)C(C)C)ccc1NC(=O)c1ccco1	4	14	1.3	-13	14	0.4	64*	0.9	-17
COc1ccccc1-c1nnc(SCC(=O)N2CCC(C)CC2)o1	1	76*	0.084	-17	14	3.9*	-291	0.2	0
CC(/C=C/c1ccco1)=N\NC(=O)c1cccnc1	-4	-16	0.18	·	38	1.2	-22	1.2	-9
Cc1cc(C)c(NC(=O)C(C)Sc2nc3ccc(N4C(=O)c5ccccc5C4=O)cc3s2)c(C)c1 (stereo unspecified)	·	15	0.25	-4	5	0.9	14	0.8	-16
CCOC(=O)c1ccc(CC(=O)c2oc3cc(O)ccc3c2C)o1	6	28	0.57	-6	-3	0.3	66*	0.7	11
CCOC(=O)c1cc(-c2ccc3c(c2)OCO3)nc2onc(C)c12	3	-17	-0.69	-16	2	0.9	8	1.2	-7

Next part.
SMILES	Candida biofilm	CYP2C19 inhib	DAT uptake mod	HUVEC tox IL1B	VCAM1 TNFa inh	CYP2C9 activ	CYP2C9 inh	CYP2C19 act	TNFa cytotox
CC(N=C1NS(=O)(=O)c2ccccc21)c1ccccc1 (stereo unspecified)	4	26	0.014	2	1	0.9	9	0.7	-10
O=C(CCN1C(=O)COc2ccccc21)NCCCN1CCN(c2ccc(F)cc2)CC1	5	-10	-1.1	4	20	1	4	1.1	-5
O=C(c1ccccn1)c1ncc(C(F)(F)F)cc1Cl	·	44	0.56	-3	2	0.9	11	0.6	-10
Cn1c(C(=O)Nc2ccc3c(c2)OCO3)cc2c(=O)n(C)c3ccccc3c21	4	4	-0.47	·	·	0.6	37	1	·
COc1ccc(C2c3sc(=O)[nH]c3SC3C4CCC(C4)C23)cc1 (stereo unspecified)	-4	56*	0.31	25	9	0.8	16	0.4	17
COc1ccc(/C(O)=C/C(=O)C(=O)Nc2c(C)n(C)n(-c3ccccc3)c2=O)cc1	·	18	0.017	-47	-21	1.1	-10	0.8	-13
Cc1cccc(OCC(O)Cn2c(NCCCOC(C)C)nc3c2c(=O)[nH]c(=O)n3C)c1 (stereo unspecified)	·	7	0.043	29	18	1	3	0.9	8
COc1ccc(S(=O)(=O)Nc2ccc(F)cc2)cc1N(C)S(=O)(=O)c1ccc(Cl)cc1	·	52*	-0.071	43	-13	0.3	67*	0.5	13
CCOC(=O)N1CCC(NC(=O)c2cnn3c2NC(c2ccco2)CC3C(F)(F)F)CC1 (stereo unspecified)	6	2	0.49	-10	2	1	4	1	-19
CCC(C)(C)n1nnnc1C(c1cc(OC)ccc1OC)N1CCC(C(N)=O)CC1 (stereo unspecified)	7	·	-0.16	-6	-12	·	·	·	-6
COC(=O)c1c(CCl)noc1C(=O)NC(C)C	·	10	-0.39	-16	8	1	0	0.9	4
Cc1occc1-c1nc(-c2ccncc2)no1	4	98*	-0.25	-11	1	0.3	68*	0	-5
COc1ccc(C(=O)N/N=C(\C)Cn2nc([N+](=O)[O-])cc2C)cc1	·	10	-0.088	-38	8	0.9	11	0.9	-23
Cc1ccc(-n2c(SCC(=O)NCc3ccco3)nc3sc4c(c3c2=O)CC(C)(C)SC4)cc1	-1	-1	0.47	-10	2	0.6	40	1	-4
CCOC(=O)N1CCN(C(=O)c2ccc(CNS(=O)(=O)c3ccc(OC)cc3)cc2)CC1	9	6	1.3	-17	6	0.9	14	0.9	-6
CCOC(=O)c1c(N)sc(C(O)(C(F)(F)F)C(F)(F)F)c1-c1ccccc1	82*	90*	-0.57	13	10	0	99*	0.1	1
CCCCN(C)CCCNC(=O)Cn1c(=O)sc2ccccc21	7	-16	-1.5	·	·	1.1	-9	1.2	·
COc1ccc(NC(=O)CSc2nccn2-c2ccccc2)c(OC)c1	2	95*	0.54	·	·	1	2	0	·
COC(=O)c1cccc(S(=O)(=O)N2CCCCC2)c1	9	58*	-0.32	-28	16	0.9	8	0.4	-34
O=C(CSc1nnc2n(C3CCCCC3)c(=O)c3ccccc3n12)OC1CCCCC1	9	16	-0.83	-15	11	0.9	5	0.8	-7
O=C(NCc1nnc(SC/C=C/c2ccccc2)o1)c1ccco1	3	47	0.51	44	-15	0.5	50	0.5	12
COc1ccccc1NS(=O)(=O)c1ccc(C(=O)OCC(=O)NCc2ccco2)cc1	7	84*	-1.3	15	-20	0.2	85*	0.2	24
Cc1oc2ccc(OCc3ccccc3F)cc2c1C(=O)O	2	3	0.59	13	4	0.6	40	1	16
COC(=O)c1ccc(NC(=O)c2cn(-c3cccc(C)n3)cn2)cc1	·	14	0.7	10	8	0.8	19	0.9	-22
COc1ccc(S(=O)(=O)Nc2cc(Cl)ccc2OC)cc1	2	99*	0.061	-2	0	0.6	38	0	9
CCCn1cnc2cc(NCc3cccc(OC)c3O)ccc21	1	86*	1.6	-24	7	0.4	58*	0.1	-17
Nc1c(-c2ccccc2)cnc2ncnn12	·	-2	-0.08	0	15	0.9	9	1	-25
